# Compound activity: PubChem BioAssay, Broad Institute
# ERp5 inh = inhibitors of ERp5-driven insulin aggregation, primary screen, biochemical, turbidity, absorbance 650 nm, single point; 0.05% of 350,000 active; Protein disulfide-isomerase A6 (Homo sapiens), Q15084; 90 min; inhibition, % at 9.99 µM;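 active = mean replicate inhibition above about 25%, with every replicate also reaching it, limit read from the data, passing the limit was not always enough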
# Target sequence (Q15084 whole entry, looked up): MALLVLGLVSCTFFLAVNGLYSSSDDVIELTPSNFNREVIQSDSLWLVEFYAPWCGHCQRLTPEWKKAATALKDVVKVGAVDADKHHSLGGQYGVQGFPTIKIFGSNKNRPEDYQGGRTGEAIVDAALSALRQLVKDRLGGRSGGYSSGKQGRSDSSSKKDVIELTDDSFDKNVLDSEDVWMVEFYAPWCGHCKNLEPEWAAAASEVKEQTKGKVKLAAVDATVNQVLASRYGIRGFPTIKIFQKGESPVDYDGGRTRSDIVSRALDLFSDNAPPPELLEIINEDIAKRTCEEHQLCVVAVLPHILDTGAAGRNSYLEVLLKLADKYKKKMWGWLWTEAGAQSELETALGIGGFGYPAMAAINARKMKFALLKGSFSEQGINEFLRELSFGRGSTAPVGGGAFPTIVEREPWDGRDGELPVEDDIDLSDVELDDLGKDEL
# C2C12 statin = suppressors of statin myotoxicity in C2C12 myotubes, primary screen, cell-based, single point, plate reader | 0.78% of 330,000 active | AID 602340, 2012 | C2C12 myotubes + simvastatin, ATP luminescence, 48 h; scaled: DMSO 0, geranylgeraniol control 100 | rescue of ATP level, % at 7.49 µM;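 active = mean ATP rescue above about 67%, or every replicate alone reaching that limit, limit read from the data, passing the limit was not always enough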;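 also: myotubes were challenged with 10 µM simvastatin during compound exposure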
# miR122 inh = miR-122 Renilla sensor signal increase in Huh7, primary screen, miR-122 inhibitor project, cell-based, single point, plate reader; Huh7 miR-122 Renilla luciferase sensor, 48 h; neutral wells = 0, positive control = 100; activation (reporter increase), % at 12.5 µM; 0.3% of 340,000 active; AID 602342, 2012;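 active = mean replicate activation score at least 90 and every replicate individually at or above 90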;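 also: higher luciferase means less miR-122 activity so hits act as miR-122 inhibitors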
# esBAF inh = Bmi1 luciferase reporter increase in mESCs, primary screen, esBAF inhibitor project, mouse ES cells, Bmi1 luciferase knock-in, single point | 24 h; 100% = twice the neutral-well signal | reporter increase, % at 12.5 µM | 2% of 350,000 active; in the data active = activation above about 40%;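 also: 0% = median of the plate's neutral control wells and 100% = double that signal; a rise in the Bmi1 reporter signal indicates esBAF inhibition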
# Cneo AK release = Cryptococcus neoformans cell lysis inducers, primary screen, AK release luminescence, single concentration. AID 651654, 2012. 0.2% of 360,000 active. C. neoformans lysis, adenylate kinase release luminescence, 4 h; normalised: neutral wells 0, clomiphene wells 100. lysis activity, % at 15 µM;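 active = mean lysis activity across replicates of at least 80%, whatever share of replicates individually reach that level; inactive = mean lysis activity below 80%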
#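 Assay system: C. neoformans cells. Amount: yeast cell density of 5 × 10^6 cells/mL. Technique: AK luminescence. Buffer or medium: YPD. Times: static 4 h at 37 °C with compound, 1 h detection. Dosing: single-point compound dose. Read-out: lysis from increased AK signal.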
# SIRT5 block = SIRT5 desuccinylase inhibitors, primary screen, biochemical, fluorescence imaging, single point, set 5. NAD-dependent protein deacylase sirtuin-5, mitochondrial (Homo sapiens), Q9NXA8. Purified SirT5, succinyl-peptide AMC, trypsin-coupled fluorescence. inhibition, % at 15 µM. 1.1% of 330,000 active. AID 652115, 2013; in the data active = inhibition above about 15%
# Target sequence (Q9NXA8 whole entry, looked up): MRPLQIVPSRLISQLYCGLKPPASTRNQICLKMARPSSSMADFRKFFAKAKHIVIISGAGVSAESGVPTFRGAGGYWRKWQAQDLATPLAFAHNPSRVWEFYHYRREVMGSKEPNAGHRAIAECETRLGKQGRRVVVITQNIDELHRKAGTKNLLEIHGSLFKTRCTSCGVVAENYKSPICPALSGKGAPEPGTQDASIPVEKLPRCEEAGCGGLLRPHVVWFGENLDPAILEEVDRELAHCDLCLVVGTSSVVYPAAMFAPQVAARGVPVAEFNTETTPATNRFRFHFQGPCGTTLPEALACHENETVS
# ARNT TACC3 PPI = disruptors of ARNT/TACC3 protein interaction, primary screen, biochemical, AlphaScreen, single concentration; inhibition, % at 9.99 µM; AID 623870, 2012; 0.66% of 390,000 active; AlphaScreen His-ARNT PAS-B/GST-TACC3 binding, luminescence; TACC3 fragment carries E629A point mutation;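 active = mean inhibition of replicates at least 50% and at least half of replicates each reaching 50%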;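 also: 0% = complete ARNT plus TACC3 wells and 100% = ARNT alone without TACC3; many hits fall short of the cut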
# Active calls of the source: *; · = no result given; & = joins results of further samples; [ ] = another dose, or the depositor's remark.
SMILES,ERp5 inh,C2C12 statin,miR122 inh,esBAF inh,Cneo AK release,SIRT5 block,ARNT TACC3 PPI
Cc1ccc(NCc2nnc(SCC(=O)Nc3ccccc3)n2CC2CCCO2)c(C)c1 (stereo unspecified),·,·,151*,18,·,·,3
CN(C[C@H](Cc1ccccc1)N(C[C@H](Cc1ccccc1)N(CCc1cc(C(F)(F)F)cc(C(F)(F)F)c1)N=O)N=O)N=O,25,-3,0,-8,-1,·,-4
CC1(C)OC(=O)C(=NNc2ccccc2[N+](=O)[O-])C(=O)O1,-7,10,2,-4,1,1,-4
COc1ccc(CNC(C)C23CC4CC(CC(C4)C2)C3)c(OC)c1OC (stereo unspecified),-3,-19,1,-3,-1,3,4
Cn1c(CNC(=O)c2ccco2)nnc1SCC(=O)c1ccc(Br)cc1,-3,-4,·,4,1,·,0
C[C@@H]1CN([C@H](C)CO)C(=O)c2cc(NC(=O)Nc3ccc(C(F)(F)F)cc3)ccc2O[C@@H]1CN(C)Cc1ccc(C(=O)O)cc1,12,1,-1[16.7 µM],6,-1,0,3
O=S(=O)(NC1CC1)c1ccc(S(=O)(=O)N(Cc2ccccn2)C2CCCC2)cc1,·,6,-1,-9,0,·,-3
Cc1cc(C)c(OCC(O)CN2CCN(C(=O)c3ccccc3)CC2)c(C)c1 (stereo unspecified),2,1,-3,-4,6,-3,8
Cc1ccsc1C(=O)OCc1nnc(-c2ccccc2)o1,-5,2,0,63*,0,-6,-2
C[C@H]1CCCCO[C@@H](CN(C)C(=O)Nc2ccccc2)[C@@H](C)CN([C@@H](C)CO)C(=O)c2cc(NC(=O)C3CCCCC3)ccc2O1,-2,·,-8[16.7 µM],5,-3,1,-5
COc1ccc(-n2nc([N+](=O)[O-])c(=NCCCN3CCCC3=O)n2O)cc1,4,20,-2,6,-2,2,3
Cc1cc(NC(=O)CSc2sc3c(O)cc(=O)[nH]c3c2C#N)ccc1Br,-1,0,3,-4,·,3,7
O=C1[C@H]2[C@@H](c3ccc(F)cc3)N3C(=O)N(c4cccc(Cl)c4)C(=O)[C@@]3(Cc3ccc(Cl)cc3)[C@H]2C(=O)N1C1CCCCC1,-8,14,-6,6,0,·,0
C[C@@H]1CN([C@H](C)CO)C(=O)c2cc(NC(=O)Cc3cn(C)c4ccccc34)ccc2O[C@H]1CN(C)C(=O)Nc1ccc(F)cc1,-1,8,1[16.7 µM],-1,-3,0,5
O=C(C[C@@H]1CC[C@H](NC(=O)c2ccc3c(c2)OCO3)[C@@H](CO)O1)NCc1ccc(Cl)cc1,-4,3,·,1,-2,1,-9
O=C(NCCCN1CCN(CCCNC(=O)c2ccc3c(c2)OCO3)CC1)c1ccc2c(c1)OCO2,·,-7,-6,5,1,·,3
COc1ccc(C)cc1S(=O)(=O)NCc1cccs1,3,33,35,11,-3,-11,-7
c1ccc2c(c1)[nH]c1c3ccccc3sc21,-1,0,·,40,1,-1,-34
Cc1cc(C)c(NC(=O)CSc2nnc(-c3ccco3)n2N)c(C)c1,·,·,-5,·,1,·,-5
Cc1ccc(S(=O)(=O)NC(C)C(=O)Nc2ccccc2C(=O)N2CCCC2)cc1 (stereo unspecified),·,12,-1,-9,-1,·,·
CCc1nn(CC(=O)N2CCN(c3cc(C)ccc3C)CC2)c(=O)c2cc3occc3n12,-7,0,-5,-9,5,-5,-7
Cc1ccc(CNC(=O)c2ccc(Cn3cc(-c4ccc(C)cc4)nc3-c3ccncc3)cc2)cc1,0,6,·,99*,-1,·,-4
O=C1C=CC2C(c3ccc4c(c3)OCO4)CC1N2Cc1ccccc1 (stereo unspecified),·,-6,4,0,-4,·,-1
c1ccc(COc2cccc(-c3cc4nc(NCc5ccc6c(c5)OCO6)ccn4n3)c2)cc1,5,2,·,11,-6,0,·
CC(C)(/C=N/NC(=O)CSCc1ccccc1Cl)CCC#N,·,-3,-15,-2,·,·,1
CN(C)c1cc(-c2cccc([N+](=O)[O-])c2)oc(=O)c1Cl,4,·,·,·,·,-5,-2
O=C(Nc1cc2cccc([N+](=O)[O-])c2oc1=O)c1cccs1,1,·,·,·,·,0,-2
COC(=O)CCN(C(=O)c1cc([N+](=O)[O-])cc([N+](=O)[O-])c1)c1ccccn1,5,2,-5,3,1,-4,-4
Cc1ccc(CONC(=O)c2ccc(Cl)cc2)cc1,-1,4,7,28,2,-4,-11
N/C(=N\OC(=O)COc1ccc(Br)cc1Cl)c1cccnc1,-6,·,·,·,·,-2,-25
CCOc1ccc(N2C(=O)C(=O)/C(=C(/O)c3ccccc3)C2c2ccccc2[N+](=O)[O-])cc1 (stereo unspecified),5,·,·,·,·,4,-2
COc1ccc(CNC(=O)c2ccc(CS(=O)Cc3ccc(Cl)cc3)o2)cc1 (stereo unspecified),4,-5,-11,-3,-2,-3,0
COc1ccccc1N1CCN(C(=O)C(=O)N/N=C/c2ccccc2F)CC1,-3,·,-2,·,2,2,-20
Cc1ccc(Cc2cnc(N3C(=N)SC(c4ccccc4)C3=O)s2)cc1 (stereo unspecified),·,-33,-2,53*,0,·,5
Cc1ccc(S(=O)(=O)C2(C(=O)N3CCN(C4CCCCC4)CC3)CC2)cc1,·,4,3,-9,-1,·,-15
Cc1n[nH]c(C)c1CCCCOc1ccccc1,1,·,·,·,1,-4,-1
COc1cc(C(=O)Nc2ccc(S(=O)(=O)Nc3nccc(C)n3)cc2)c([N+](=O)[O-])cc1OC,-1,·,-7,·,2,-5,2
COc1ccc(N2C(=O)CC(c3cc(OC)c(OC)c(OC)c3)CC2=O)cc1,-1,·,1,·,0,0,-1
COc1ccc(C2(CNC(=O)/C=C\c3ccco3)CCCC2)cc1OC,·,4,-6,2,1,·,·
CC1CCN(Cc2c(O)ccc3c(=O)c(-c4nc5ccccc5s4)c(N)oc23)CC1,-1,-12,-14,1,·,-1,5
C[C@@H]1CN([C@H](C)CO)C(=O)c2cc(NC(=O)Nc3ccc(C(F)(F)F)cc3)ccc2O[C@H]1CN(C)Cc1ccc(Cl)c(Cl)c1,2&-1,-46&-57,-3[16.7 µM],3&12,0&0,5,-5&6
CCOC(=O)c1cccc(NC(=O)CCn2c(=O)oc3ccccc32)c1,1,11,-5,9,1,-2,-7
CSc1nccc(-c2cc(Cl)sc2Cl)n1,·,·,0,-2,2,·,-3
COc1ccc(-c2csc(NC(=O)CCS(=O)(=O)c3ccccc3)n2)c(OC)c1,1,2,-2,9,·,-3,-10
CCOC(=O)Cc1csc(NC(=O)c2cc(-c3ccncc3)nc3ccccc23)n1,10,4,·,7,2,3,·
O=C1NC(Cc2ccc(O)cc2)c2nc3ccc(F)cc3c(=O)n2-c2cc(Cl)ccc21 (stereo unspecified),-7,12,-2,-5,-11,0,4
CCOc1ccc2nc(N3CCC(C(=O)Nc4nnc(CC)s4)CC3)sc2c1,-2,34,-1,48*,-1,·,-1
CC(=O)c1c(C)[nH]c(C(=O)OCC(=O)NCCC2=CCCCC2)c1C,-3,1,·,-8,-2,-6,1
Cc1cc(C)nc(NNC2=CC(=[N+]3CCCC3)CCC2)n1,0,·,2,·,·,4,1
Cc1ccc(S(=O)(=O)N(C)C[C@H]2OCCCC[C@H](C)Oc3ccc(NC(=O)C4CCCCC4)cc3C(=O)N([C@@H](C)CO)C[C@H]2C)cc1,·,-253,-10[16.7 µM],-1,0,·,-2
CN(Cc1ccccc1)CC(O)COc1ccc(CNCCCOc2cccnc2)cc1 (stereo unspecified),5,·,·,·,·,-1,9
CCOc1ccccc1CNS(=O)(=O)c1cc(-c2cc(C)no2)ccc1C,1,-23,54,-35,-2,-1,1
O=C(COC(=O)c1cccnc1Cl)c1ccc2c(c1)OCCO2,5,3,-2,32,-5,0,-2
COc1cccc(NC(=O)N2C[C@@H](O)COC[C@H]3O[C@@H](CC(=O)NCCCN4CCOCC4)CC[C@@H]32)c1,2,6,-2[16.7 µM],1,-1,-2,0
Cc1onc(-c2ccccc2)c1C(=O)Nc1nnc(CC(C)C)s1,-3,36,2,4,0,0,-10
Fc1ccccc1-c1nc(NCc2ccccc2)c2ccccc2n1,2,·,-2,·,-9,-1,·
COc1ccc(/C=N\NC(=O)c2ccccc2Br)cc1COc1c(F)c(F)cc(F)c1F,-1,-29,-6,-2,3,-14,1
Cc1ccc(NC(=O)CCC(=O)NNC(=O)Nc2cccc(Cl)c2)c(C)c1,-4,·,-9,·,0,0,-1
O=C(COC(=O)c1cc(=O)[nH]c2ccccc12)NCCc1ccccc1,-2,3,-14,-2,0,11,-2
Cc1nn2c(-n3ccnc3C)c3c(nc2c1-c1ccccc1)CCC3,·,-5,·,12,0,·,19

# Sorted by value in SIRT5 block (largest number first): some entries from above.
SMILES	ERp5 inh	miR122 inh	esBAF inh	SIRT5 block	ARNT TACC3 PPI
Cc1cc(C)nc(NNC2=CC(=[N+]3CCCC3)CCC2)n1	0	2	·	4	1
O=C1NC(Cc2ccc(O)cc2)c2nc3ccc(F)cc3c(=O)n2-c2cc(Cl)ccc21 (stereo unspecified)	-7	-2	-5	0	4
COc1ccc(/C=N\NC(=O)c2ccccc2Br)cc1COc1c(F)c(F)cc(F)c1F	-1	-6	-2	-14	1

# (further entries)
SMILES,ERp5 inh,C2C12 statin,miR122 inh,esBAF inh,Cneo AK release,SIRT5 block,ARNT TACC3 PPI
O=C(N[C@@H]1CC[C@H](CCNC(=O)C2CCCCC2)O[C@@H]1CO)c1ccncc1,-2,-4,·,-1,-2,0,-5
Cc1ccc(CN2CCN(C(=O)c3cccc4ccccc34)CC2)cc1,2,6,2,-7,-8,-2,3
O=C(O)c1ccc(/C=N/NC(=O)C(O)(c2ccccc2)c2ccccc2)cc1,0,4,-2,-10,0,-1,-1
Nc1ncc2c(n1)CCN(c1ccc([N+](=O)[O-])cc1)C2,0,1,-3,4,0,-1,16
CC(=O)N(C)C[C@H]1Oc2ncc(-c3cccc(F)c3)cc2C(=O)N([C@@H](C)CO)C[C@H]1C,-1,-8,-3[16.7 µM],3,-1,25*,-1
CN(C)CCCn1c2c(c(SCC(=O)Nc3ccc4c(c3)OCCO4)nc1=O)CCC2,3,2,1,0,-2,0,-19
C[C@@H]1CN([C@H](C)CO)C(=O)c2cccc(NC(=O)C3CCOCC3)c2O[C@H]1CN(C)C(=O)Nc1ccc(F)cc1,-5,-6,-4[16.7 µM],4,-6,-3,-12
Cc1ccc(C(=O)NCN2CCN(c3ccc(F)cc3)CC2)cc1,2,17,-8,-7,4,-9,-17
COC(=O)C1C2CC3c4[nH]c5cc(OC)ccc5c4CCN3CC2CC(OC(=O)CC(C)=O)C1OC (stereo unspecified),-1,0,7,-5,·,-1,3
COc1ccc(N2CCN(C(=O)c3cc(-c4ccc(F)cc4)[nH]c3C)CC2)cc1,2,-2,3,-2,2,-2,9
Cc1ccc(C(=O)CSc2nnc(C3CC3)n2C2CC2)s1,-1,1,-1,46*,-1,0,·
C=CCSc1ncccc1C(=O)NCc1ccccc1,1,19,-4,-6,·,-1,-7
C[C@H]1CN([C@@H](C)CO)C(=O)c2cccc(NC(=O)C3CCCCC3)c2O[C@H]1CN(C)C(=O)Nc1ccc(F)cc1,0,-38,6[16.7 µM],-4,47,-4,1

# Compound profiles, as listed above. Values in the order: ERp5 inh	C2C12 statin	miR122 inh	esBAF inh	Cneo AK release	SIRT5 block	ARNT TACC3 PPI
# Cc1cc(C)nc(NNC2=CC(=[N+]3CCCC3)CCC2)n1 across the screens: 0	·	2	·	·	4	1
# Cc1cc(NC(=O)CSc2sc3c(O)cc(=O)[nH]c3c2C#N)ccc1Br across the screens: -1	0	3	-4	·	3	7
# CCOC(=O)Cc1csc(NC(=O)c2cc(-c3ccncc3)nc3ccccc23)n1 across the screens: 10	4	·	7	2	3	·
# COc1ccccc1N1CCN(C(=O)C(=O)N/N=C/c2ccccc2F)CC1 across the screens: -3	·	-2	·	2	2	-20
